Source: PubChem (National Center for Advancing Translational Sciences (NCATS))
IL1B secr inh: qHTS for Inhibitors of Inflammasome Signaling: IL-1-beta AlphaLISA Primary Screen; THP-1 LPS/ATP IL-1B secretion, AlphaLISA, 16 h; hits give low values; activity change, % at 57.5 µM; actives 4.7% (n = 360,000); AID 743279, 2014; in the data active = activity change below about -50%; inconclusive = mostly about -30% to -49%; also: % is scaled to controls: 0 for no effect and ±100 for the full control effect
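Secreted IL-1B measured by AlphaLISA bead assay after 16 h compound exposure of THP-1 cells; compounds (final up to 57.5 uM) added 1 h before LPS (250 ng/mL) and ATP (1.25 mM) stimulation; lower signal means less secretion.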
WRN inhibitor: qHTS for Inhibitors of WRN Helicase; WRN helicase unwinding, fluorescent forked duplex, kinetic; Potency, µM (doses to about 114 µM), for the others: at the top dose activity change, negative = inhibition, actives largely listed as inhibitors; actives 0.46% (n = 360,000); also: potency is read from the fitted curve at half-maximal effect; % is scaled to controls: 0 for no effect and ±100 for the full control effect; nearly all actives have a fitted effect of over 55% in size
Target sequence (Q14191 whole entry, looked up): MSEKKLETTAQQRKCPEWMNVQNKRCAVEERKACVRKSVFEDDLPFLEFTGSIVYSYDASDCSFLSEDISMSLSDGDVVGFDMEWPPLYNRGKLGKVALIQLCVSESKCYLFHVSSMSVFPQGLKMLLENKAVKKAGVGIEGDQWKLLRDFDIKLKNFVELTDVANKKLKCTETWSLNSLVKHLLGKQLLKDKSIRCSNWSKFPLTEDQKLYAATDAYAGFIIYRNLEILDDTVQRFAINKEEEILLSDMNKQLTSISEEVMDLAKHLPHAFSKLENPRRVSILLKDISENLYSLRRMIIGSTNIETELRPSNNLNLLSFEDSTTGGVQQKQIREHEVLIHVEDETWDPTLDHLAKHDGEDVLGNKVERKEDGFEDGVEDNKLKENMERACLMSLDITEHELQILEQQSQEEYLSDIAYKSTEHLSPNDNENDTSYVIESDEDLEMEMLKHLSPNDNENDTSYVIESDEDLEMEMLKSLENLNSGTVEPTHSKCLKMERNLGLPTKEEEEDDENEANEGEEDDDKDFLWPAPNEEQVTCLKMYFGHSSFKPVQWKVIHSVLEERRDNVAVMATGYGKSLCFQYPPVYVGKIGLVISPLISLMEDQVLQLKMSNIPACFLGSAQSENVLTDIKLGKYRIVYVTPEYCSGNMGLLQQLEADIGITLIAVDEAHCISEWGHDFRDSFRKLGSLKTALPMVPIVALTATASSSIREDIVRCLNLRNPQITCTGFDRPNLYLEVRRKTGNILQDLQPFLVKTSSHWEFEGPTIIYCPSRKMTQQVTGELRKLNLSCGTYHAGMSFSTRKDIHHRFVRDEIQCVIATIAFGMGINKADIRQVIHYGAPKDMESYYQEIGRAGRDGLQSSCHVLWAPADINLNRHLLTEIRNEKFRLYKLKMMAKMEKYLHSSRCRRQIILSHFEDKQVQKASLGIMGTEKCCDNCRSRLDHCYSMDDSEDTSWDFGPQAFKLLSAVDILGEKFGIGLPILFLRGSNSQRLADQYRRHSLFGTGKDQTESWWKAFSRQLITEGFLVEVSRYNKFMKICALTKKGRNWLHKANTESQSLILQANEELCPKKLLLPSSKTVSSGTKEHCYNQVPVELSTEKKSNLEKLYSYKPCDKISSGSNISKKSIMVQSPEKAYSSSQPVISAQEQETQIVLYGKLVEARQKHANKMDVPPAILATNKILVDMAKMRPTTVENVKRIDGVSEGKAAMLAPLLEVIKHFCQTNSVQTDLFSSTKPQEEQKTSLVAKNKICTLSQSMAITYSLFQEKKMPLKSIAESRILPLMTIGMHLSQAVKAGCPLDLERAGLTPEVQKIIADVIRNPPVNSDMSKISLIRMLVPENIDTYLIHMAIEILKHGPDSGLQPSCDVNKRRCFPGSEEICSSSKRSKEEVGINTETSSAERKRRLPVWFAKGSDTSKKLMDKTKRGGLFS
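WRN at 20 nM final was preincubated with compound for 15 min at room temperature; reaction started with 100 nM forked duplex oligonucleotide carrying fluorophore and quencher plus 2 mM ATP (final). Unwinding followed kinetically by red fluorescence (ex 525/em 598 nm).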
KB-V1 cytotox: qHTS assay for MDR1-selective chemotherapeutics: Primary screen using the drug-selected MDR subline cells KB-V1. Potency, µM (highest dose often 46.1 µM), for inactives: top-dose activity change, negative = cytotoxicity, usual class: cytotoxic. actives 3.4% (n = 400,000). KB-V1 MDR cells viability, CellTiter-Glo, 72 h; also: potency is read from the fitted curve at half-maximal effect; % is scaled to controls: 0 for no effect and ±100 for the full control effect; nearly all actives have a fitted effect of over 60% in size
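Cytotoxicity toward P-gp-expressing KB-V1 cells was determined as loss of CellTiter-Glo luminescence after 72 h at 37 degrees C. Compounds were tested in quantitative HTS format across a concentration range, with curves fitted to normalized data.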
KB-3-1 cytotox: qHTS assay for MDR1-selective chemotherapeutics: Primary screen using the parental adenocarcinoma cell KB-3-1; KB-3-1 viability, CellTiter-Glo ATP luminescence, 72 h; Potency, µM (highest dose often 46.1 µM), for inactives: top-dose activity change, negative = cytotoxic, actives largely listed as cytotoxic; actives 1.4% (n = 400,000); also: potency is read from the fitted curve at half-maximal effect; % is scaled to controls: 0 for no effect and ±100 for the full control effect; nearly all actives have a fitted effect of over 60% in size
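Parental KB-3-1 viability, qHTS format: 72 h compound exposure, 37 °C; CellTiter-Glo; media-only wells and DMSO plates as controls; concentration-effect fits on corrected data.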
HT1080 IDH1KD tx: qHTS for induction of synthetic lethality in tumor cells producing 2HG: qHTS for the HT-1080-IDH1KD cell line. HT-1080 IDH1 knockdown viability, ATP luminescence, 48 h. Potency, µM (titrated, usually from 46.1 µM), for the others: at the highest dose activity, negative = toxicity, usual class: cytotoxic. actives 2% (n = 360,000). AID 686971, 2013;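 also: potency is read from the fitted curve at half-maximal effect; 0% = DMSO wells and -100% = cell-free medium wells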
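Viability of IDH1-knockdown HT-1080 fibrosarcoma cells was assessed by CellTiter-Glo after 48 h at 37 °C with titrated compound; concentration-effect curves were classified by fit quality and response size.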
HT1080-NT tox: qHTS for induction of synthetic lethality in tumor cells producing 2HG: qHTS for the HT-1080-NT fibrosarcoma cell line | actives 1.6% (n = 360,000) | Potency, µM (top dose mostly 46.1 µM), inactives show at the top dose activity, negative = less viability, usual class: cytotoxic | HT-1080-NT fibrosarcoma viability, CellTiter-Glo ATP luminescence, 48 h | AID 686970, 2013;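 also: NT is the 2HG producing partner of a matched IDH1 knockdown line; potency is read from the fitted curve at half-maximal effect; 0% = DMSO-treated cells and -100% = media-only wells without cells; nearly all actives have a fitted effect of over 55% in size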
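Viability by CellTiter-Glo luminescence after 48 h compound exposure at 37C of HT-1080-NT cells (750/well, RPMI, 5% FBS). % activity scaled between DMSO wells and medium-only wells, then curve-fitted and categorized by curve class.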
ATXN2 expr inh: Primary qHTS for Inhibitors of ATXN expression. Potency, µM (highest dose often 57 µM), for the others: top-dose activity change, negative = inhibition, hits mostly inhibitors. HEK-293 ATXN2-luciferase reporter, luminescence, 24 h. actives 0.72% (n = 360,000). AID 1745845, 2022; also: potency is read from the fitted curve at half-maximal effect; % is scaled to controls: 0 for no effect and ±100 for the full control effect; nearly all actives have a fitted effect of over 55% in size
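ATXN2-luciferase reporter cells (luciferase flanked by upstream and downstream ATXN2 gene portions) were treated 24 h at 37 °C with compounds at up to 57 uM. SteadyGlo luminescence gave expression; GF-AFC fluorescence gave viability.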
MCF10A rerep: A quantitative high throughput screen for small molecules that induce DNA re-replication in MCF 10a normal breast cells | MCF 10A DNA re-replication, Hoechst nuclear intensity, 48 h | Potency, µM (titrated, usually from 46.1 µM), for inactives: at the top dose activity, positive = re-replication, usual class: activators | actives 2.9% (n = 350,000); also: potency is read from the fitted curve at half-maximal effect; % of control where 0% means no effect; nearly all actives have a fitted effect of over 50% in size
SW480 rerep: A quantitative high throughput screen for small molecules that induce DNA re-replication in SW480 colon adenocarcinoma cells. SW480 DNA re-replication, Hoechst DNA content imaging, 48 h. Potency, µM (doses to about 46.1 µM), for the others: at the highest dose re-replication activation, most hits filed as activators. actives 1.8% (n = 340,000); also: potency is read from the fitted curve at half-maximal effect; % of control where 0% means no effect; nearly all actives have a fitted effect of over 55% in size
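250 cells/well; 23 nL cpd via pin tool; 48 hr, 37 C, 5% CO2; Hoechst 40 min; imager read of total nuclear intensity, ex 405/em 500-530 nm.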
An asterisk follows results filed as active; ? = inconclusive; / = no result given; [ ] = dose if it differs, or a comment. Unless noted, calls follow the shape of the dose curve; as a rule, active = well fitted curve in the direction sought with a large enough effect; inconclusive = small, poorly fitted or top-dose-only effect, or another doubt; inactive = no such curve, though single readings can be large; an effect the other way counts as inactive or inconclusive. An unsorted share of the library. About 12% of those tested had a hit in this group.

SMILES | IL1B secr inh | WRN inhibitor | KB-V1 cytotox | KB-3-1 cytotox | HT1080 IDH1KD tx | HT1080-NT tox | ATXN2 expr inh | MCF10A rerep | SW480 rerep
C#CCNC(=O)C[C@@H]1C[C@@]2(C(=O)OCC)CCC=C2N(CCC2=CCCCC2)C1=O | 3 | -11% | -39% | -2% | 2% | 14% | -2% | / | /
C=CCNc1nnc(SCC(=O)Nc2ccccc2OC)c2ccccc12 | -2 | -4% | ? | -3% | -9% | -26% | -17% | 1% | 0%
CCOC(=S)SCC(=O)Nc1nc(C)c(C)s1 | -7 | -13% | -16% | ? | -7% | ? | / | 18µM* | 104%
O=C(CNCc1ccc(Cl)cc1)NCc1ccco1 | 3 | 7% | 15% | 12% | 5% | 2% | -1% | -6% | -5%
CCN1C(=O)/C(=C/N2CC(C)CC(C)C2)SC1=S (stereo not drawn) | 14 | 3% | 3% | 0% | 4% | 17% | 4% | ? | -5%
Cc1cc(OCCCCOc2ccc(C#N)cc2)ccc1[N+](=O)[O-] | 0 | 4% | 12% | ? | -20% | -10% | / | 7% | -18%
COc1ccccc1-c1cnc(C(O)c2ccc(SC)cc2)[nH]1 (stereo not drawn) | 33 | -3% | -19% | 0% | 14% | 16% | 13% | / | /
Cc1ccc(S(=O)(=O)N2CCC(C(=O)NCc3cccnc3)CC2)cc1 | 10 | 1% | -17% | 17% | 6% | 9% | 11% | -6% | -3%
Cc1cccc(CCN=C(N)NS(=O)(=O)c2ccccc2)c1 | -11 | -3% | 15% | -1% | 0% | -1% | / | 3% | -2%
Cc1nc(Nc2ccccc2Cl)sc1C(=O)Nc1ccccc1 | ? | -2% | ? | -16% | -8% | -4% | 9% | ? | -11%
CC(C)n1cc(NC(=O)c2cc(-c3ccccc3)on2)cn1 | 18 | -11% | 4.1µM* | ? | 8.2µM* | 16µM* | 30% | 3.7µM* | 5.2µM*
CC(=N)C1=C(O)CC(c2ccccc2)CC1=O (stereo not drawn) | -4 | -7% | 3% | ? | 3% | 7% | 1% | 2% | -2%
CN1CCN(C(=O)c2ccc(-n3cccc3)cc2)CC1 | 19 | -5% | -19% | 3% | -7% | 0% | 7% | 3% | -6%
CCc1nc2c(OCC3COc4ccccc4O3)cccn2c1N(C)C(=O)c1cccc(OC)c1 (stereo not drawn) | -11 | -6% | -6% | 0% | 0% | -1% | 2% | / | /
Cc1ccc(NC(=O)c2ccc3nccnc3c2)c(C)c1 | -2 | 1% | 0% | 0% | 9% | 15% | 16% | -15% | -21%
CC(Oc1ccc([N+](=O)[O-])cc1)C(=O)NCC1CCCO1 (stereo not drawn) | 13 | 1% | 6% | -3% | 19% | 3% | 5% | 3% | ?
O=c1[nH]c(=O)n(-c2cc(Br)c(O)c(Br)c2)cc1Br | 2 | -11% | 12% | 3% | -1% | -3% | / | 8% | -3%
CCn1c(=O)n(CC)c2cc(N3CCCC3)c(NC(=O)c3ccccc3C)cc21 | 8 | -1% | -21% | -10% | -16% | 6% | -25% | 5% | -9%
Cc1cccc(C)c1-n1nnnc1C1c2ccccc2C(=O)N1CCOc1ccccc1 (stereo not drawn) | -5 | -5% | -9% | ? | -1% | 6% | 1% | / | /
COc1ccc(C(=O)Nc2ccc(Oc3ncnc4sc(-c5ccccc5)cc34)cc2)cc1OC | 0 | -3% | -9% | -14% | 16% | 14% | -17% | 3.3µM* | /
NC(Cc1ccc(F)cc1)c1csc(Nc2ccc(C(=O)NCCCO)cn2)n1 (stereo not drawn) | -4 | 2% | 6% | 0% | -18% | -16% | 7% | / | /
O=C(CN1C(=O)c2ccccc2C1=O)C(O)CN1C(=O)c2ccccc2C1=O (stereo not drawn) | 43 | -6% | 6% | 0% | 21% | ? | 6% | / | /
CCC(C)NC(=O)CSc1nc2c(sc3ccccc32)c(=O)n1CCCN1CCOCC1 (stereo not drawn) | -19 | 0% | 0% | -2% | -5% | -9% | / | 0% | -7%
CCOC(=O)/C(C#N)=C/c1c(Oc2cc(C)cc(C)c2)nc2ccccn2c1=O | 18 | 11% | ? | 1% | 1% | 2% | -3% | -2% | -4%
O=C(Nc1ccc(F)cc1)C1C2CCC3C(CCC21)C3(Cl)Cl (stereo not drawn) | / | -4% | -13% | 0% | 1% | -3% | -18% | 20% | -5%
O=C(Nc1ccccc1F)C(=O)Nc1cccc2ccccc12 | 3 | -30% | ? | 2% | -7% | 9% | -3% | ? | -2%
C=CCNC(=O)c1c(CSc2ccccc2)noc1C(=O)NCc1ccccc1 | -20 | -32% | -9% | -4% | -4% | -12% | 0% | 7% | 1%
COc1ccc(C2/C=C\CN(S(=O)(=O)c3ccc(C)cc3)[C@H](Cc3ccccc3)C(=O)N2Cc2ccc(F)cc2)cc1 (stereo partly drawn) | 12 | 3% | 21% | 0% | 8% | 10% | 16% | ? | -14%
CCOC(=O)C(=O)N/N=C(/c1ccccc1)c1ccc(OC)cc1 | ? | 1% | -2% | 8% | 21% | 14% | -10% | -21% | 2%
CCc1noc(C)c1C(=O)NC1CCCc2c1cnn2-c1ccc(C(C)(C)C)cc1 (stereo not drawn) | 20 | 1% | -12% | -9% | -2% | -6% | -6% | 10% | -1%
Clc1cccc(-c2nc3c4ccccc4ccn3c2CC2CCCCC2)c1 | 18 | 3% | 17% | 0% | 12% | 17% | 19% | / | /
Cc1ccc(NC(=O)CNC(c2ccccc2)c2ccccc2)c(F)c1 | -9 | -1% | -6% | -2% | 3% | 5% | / | ? | 3%
CCCCN(C(=O)c1ccc(N2CCCC2=O)cc1)c1c(N)n(CCCC)c(=O)[nH]c1=O | -2 | 18% | 1% | 6% | -1% | 2% | 3% | 3% | -1%
O=C(CN1CCOCC1)N1CCCc2ccccc21 | 7 | 1% | 3% | -20% | 3% | 1% | -2% | -4% | -4%
Cc1nc(N)sc1-c1nnc(SCC(=O)Nc2nccs2)n1C | -14 | -25%[57.1 µM] | -7% | 6% | -1% | 6% | 2% | 9% | -5%
O=C(O)CC(Cc1ccccc1)C(=O)Nc1ccc([N+](=O)[O-])cc1 (stereo not drawn) | 9 | -35%[57.1 µM] | 0% | 0% | -2% | -1% | -1% | -11% | -1%
O=C(Nc1ccccc1C(=O)N1CCCC1)c1ncoc1-c1cccc(Cl)c1 | -3 | -1%[57.1 µM] | -6% | 6% | 0% | 10% | -12% | ? | ?
O=C(O)CCC(=O)Nc1ccc(OCC2CCCO2)cc1 (stereo not drawn) | 27 | -13% | 1% | 3% | 8% | 11% | / | 1% | -8%
Cc1ccc(CCC(=O)Nc2ccc(C)c(C)c2)o1 | 13 | 2%[57.1 µM] | 0% | 2% | 2% | -2% | 22% | -1% | -38%[inhibitor]
O=C(CSc1nc(=O)n(CCCN2CCOCC2)c2c1CCCC2)Nc1ccc(F)cc1 | -3 | -13% | 4% | 2% | -8% | -12% | 6% | 8% | 12%
O=C(C1CC(=O)N(c2ccccc2)C1)N1CCCCCC1 (stereo not drawn) | -26 | 4% | 2% | 17% | 18% | 15% | 18% | 8% | -8%
CCOc1ccccc1CNc1nc2ccccc2n1C | -17 | 0% | -27% | -3% | -2% | -1% | / | -1% | -2%
Nc1nnc(SCC(=O)Nc2ccc(Cl)c(C(=O)O)c2)s1 | 0 | -8% | 16% | 12% | 26% | 12% | 4% | 15% | -21%
N/C(=N\OC(=O)Cc1cccc2ccccc12)c1ccccn1 | -3 | 4% | 4% | 0% | -11% | -10% | 70%[activator] | 6% | -5%[9.22 µM]
Cc1nnc(NC(=O)CSc2nc(C(C)C)nc3sc(C)c(C)c23)s1 | 53 | -4% | ? | 15% | -8% | -7% | -10% | -3% | -9%
O=C1/C(=C\c2ccco2)SC(=S)N1Cc1ccccc1 | -4 | -15% | -18% | -25% | -18% | -15% | -4% | 0% | -8%

Part of the list above, with tabs:
mol	IL1B secr inh	WRN inhibitor	KB-V1 cytotox	KB-3-1 cytotox	HT1080 IDH1KD tx	HT1080-NT tox	ATXN2 expr inh	MCF10A rerep	SW480 rerep
O=C1/C(=C\c2ccco2)SC(=S)N1Cc1ccccc1	-4	-15%	-18%	-25%	-18%	-15%	-4%	0%	-8%
Nc1nnc(SCC(=O)Nc2ccc(Cl)c(C(=O)O)c2)s1	0	-8%	16%	12%	26%	12%	4%	15%	-21%
O=C(Nc1ccccc1C(=O)N1CCCC1)c1ncoc1-c1cccc(Cl)c1	-3	-1%[57.1 µM]	-6%	6%	0%	10%	-12%	?	?
N/C(=N\OC(=O)Cc1cccc2ccccc12)c1ccccn1	-3	4%	4%	0%	-11%	-10%	70%[activator]	6%	-5%[9.22 µM]
O=C(O)CCC(=O)Nc1ccc(OCC2CCCO2)cc1 (stereo not drawn)	27	-13%	1%	3%	8%	11%	/	1%	-8%
O=C(CSc1nc(=O)n(CCCN2CCOCC2)c2c1CCCC2)Nc1ccc(F)cc1	-3	-13%	4%	2%	-8%	-12%	6%	8%	12%
